Source: PubChem BioAssay (several laboratories)
Wnt bcat act: Wnt/beta-catenin pathway activation | Wnt/beta-catenin reporter cell assay, activator, plate reader | activation, % at 9.35 µM | hit rate 1.2% among 300,000; in the data active = activation above about 30%, passing the limit was not always enough;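 note: 0% = neutral control wells and 100% = positive control wells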
cardiac RTF act: cardiac RTF calcium sensitization; P19429+P45379; IANBD-labeled TnC RTF fluorescence at EC20 calcium; 0% EC20 calcium, 100% full calcium; activation, % at 7.2 µM; hit rate 0.24% among 340,000;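 active = activation above the mean over all tested compounds plus 3 SD, cut at about 30% in these data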;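 note: rise in fluorescence read as greater calcium sensitivity of cardiac thin filaments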
OPRM1-OPRD1 inv: mu-delta opioid heterodimer inverse agonism | P35372+P41143 | cell-based MOR-DOR heterodimer luminescence | inhibition, % at 9.3 µM | hit rate 0.21% among 340,000 | AID 504357; in the data active = inhibition above about 22%, passing the limit was not always enough;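 note: 0% = cells with DMSO and 100% = wells without cells with DMSO; values of inactives mirror those of a sister screen read the other way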
V-ATPase pH: regulators of yeast V-ATPase proton transport | hit rate 0.37% among 350,000 | response, % at 10 µM | S. cerevisiae, pHLuorin cytosolic pH fluorescence | AID 504577; in the data active = response mostly above about 7.3%, no sharp cut-off; inactive = mostly below about 5.4%; note: actives read high; inactives centre near 0; some compounds called inactive have numbers as strong as hits; reference of the scale not given here
LANA DNA inh: KSHV C-LANA DNA binding inhibition; AID 504423; inhibition, % at 9 µM; hit rate 0.078% among 340,000; MBP-C-LANA/FAM-LBS DNA binding, fluorescence polarization;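 active = highest replicate inhibition at or above 60% at 9 µM, even if other replicates fall short; inactive = all replicates below 60% inhibition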;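 note: 0% = neutral control wells and 100% = 4 µM acridine orange control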
DSG3 Ab inh: inhibitors of pemphigus antibody binding to human desmoglein-3. hit rate 0.48% among 310,000. P32926. binding (percent of control), % at 10 µM. DSG3-coupled beads, scFv-anti-DSG3-GFP binding, flow cytometry; stronger effect = lower value;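 active = binding more than 3 SD below its plate's average and above zero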; note: some compounds called inactive have numbers as strong as hits
Keap1 Nrf2 FP: inhibitors of human Keap1-Nrf2 protein-protein interaction; inhibition, % at 9.4 µM; Keap1 Kelch-Nrf2 peptide fluorescence polarization, 1536-well; Q14145; hit rate 0.15% among 340,000; in the data active = inhibition above about 12%;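 note: human Keap1 Kelch domain with fluorescein labeled Nrf2 9mer peptide probe; 0% = neutral control wells and 100% = peptide positive control; higher means more block of Keap1 binding to Nrf2 peptide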
Target sequence (Q14145 whole entry, looked up, the tested form may be a part): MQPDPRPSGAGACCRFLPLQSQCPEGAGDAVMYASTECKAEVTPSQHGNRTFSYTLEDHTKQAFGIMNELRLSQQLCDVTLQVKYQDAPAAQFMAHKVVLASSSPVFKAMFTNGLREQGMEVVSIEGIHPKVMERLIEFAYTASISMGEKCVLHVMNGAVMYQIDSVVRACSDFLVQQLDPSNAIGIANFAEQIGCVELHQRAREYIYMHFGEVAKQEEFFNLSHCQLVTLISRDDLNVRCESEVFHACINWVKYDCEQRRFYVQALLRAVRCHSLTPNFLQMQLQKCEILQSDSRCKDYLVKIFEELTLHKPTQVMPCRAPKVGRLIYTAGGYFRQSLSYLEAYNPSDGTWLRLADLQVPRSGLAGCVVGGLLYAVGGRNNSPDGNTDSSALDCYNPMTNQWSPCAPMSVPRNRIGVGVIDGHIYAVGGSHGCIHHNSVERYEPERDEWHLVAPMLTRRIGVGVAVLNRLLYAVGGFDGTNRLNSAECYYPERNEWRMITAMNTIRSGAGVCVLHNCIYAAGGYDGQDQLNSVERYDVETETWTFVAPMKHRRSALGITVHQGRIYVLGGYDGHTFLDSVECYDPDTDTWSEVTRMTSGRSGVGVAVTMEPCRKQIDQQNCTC
Arr AP2 block: blocks beta-arrestin peptide binding to AP2 adaptin | FITC-arrestin peptide / GST-AP2 beads, flow cytometry; AP2 beta2 appendage carries R879A mutation | inhibition, % at 10 µM | hit rate 0.31% among 340,000 | AID 504490;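 active = inhibition above a set limit, near 3 SD of compounds lacking own fluorescence, cut at about 54% in these data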;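 note: plate controls were DMSO wells for no effect and 5 µM unlabelled arrestin peptide for full effect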
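Measured by: flow cytometry, FL1 (488/535 nm); Material: AP2 appendage R879A on GSH beads; Evaluation: percent response; Timing: pre-incubation 12 min, peptide binding 1 h, room temperature; Also added: 50 nM FITC-arrestin peptide; Medium: PBS with 0.05% Tween 20 and 0.1% BSA.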
RTF Ca sens inh: cardiac RTF calcium desensitization; P19429+P45379; IANBD-labeled cardiac RTF, Ca2+ fluorescence; inhibition, % at 7.15 µM; hit rate 0.12% among 340,000; AID 493244;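 active = inhibition above the mean inhibition of all tested compounds plus 3 SD, cut at about 17% in these data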;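 note: assay run at fixed EC70 calcium of 1.6 mM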
MOR-DOR ag: OPRM1-OPRD1 heterodimerization agonism; P35372+P41143; cells, luminescence; activation, % at 9.3 µM; hit rate 0.3% among 340,000; AID 504326; in the data active = activation above about 18%;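 note: 0% = vehicle-treated cells and 100% = reference agonist; values of inactives mirror those of a sister screen read the other way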
* = called active by the depositor; . = not tested or not shown.

SMILES	Wnt bcat act	cardiac RTF act	OPRM1-OPRD1 inv	V-ATPase pH	LANA DNA inh	DSG3 Ab inh	Keap1 Nrf2 FP	Arr AP2 block	RTF Ca sens inh	MOR-DOR ag
Cc1ccc(S(=O)(=O)NCCSc2nncn2C)cc1	-2	1	7	0	-0.6	113	-7	4	-14	-1.4
CC1Sc2ccc(S(=O)(=O)NCCc3ccccc3)cc2NC1=O (stereo not drawn)	0	-2	4	-5	-0.7	92	3	-6	-9	-0.7
CCCCCSc1nnc(C)c(=O)[nH]1	15	6	8	0	-0.7	98	-5	-4	2	-1.5
CN(Cc1cccc(Cl)c1Cl)C(=O)c1cccc(S(=O)(=O)N2CCN(Cc3ccccc3)CC2)c1	-4	-4	-2	4	-0.1	118	3	-1	-3	0.3
CCCN1CCc2c(sc(NC(=O)c3ccc(S(=O)(=O)N4CCN(C(=O)OCC)CC4)cc3)c2C(N)=O)C1	3	14	11	-2	3.5	124	0	0	-42	-3.4
COC(=O)c1ccc(-c2noc(CN(C)Cc3ccncc3C)n2)cc1	0	-2	9	0	-0.9	99	-3	33	-2	-1.6
CCOc1ccc(S(=O)(=O)N2CCCC2)cc1	.	-4	6	-3	-0.3	94	2	0	-6	-1.2
CN(CCc1ccccn1)C(=O)c1ccc(OC(F)(F)F)cc1	0	6	-9	-2	0.7	126	-1	1	-11	1.7
COC(C)(C)[C@H](O)COc1c2ccoc2cc2oc(=O)ccc12	-1	-1	6	-6	-2.5	98	-9	.	2	-1.1
O=C(/C=C/c1cccc([N+](=O)[O-])c1)NCc1cccnc1	.	4	12	-3	1.1	99	-1	7	-6	-2.4
Oc1ccc(N2CCN(c3nnnn3-c3ccccc3)CC2)cc1	0	-3	18	2	0.3	101	-1	31	3	-3.6
Cc1cc(NC(=O)c2ccc(-c3ccccc3F)o2)no1	25	1	-14	-1	5.1	121	-6	12	3	2.9
COc1cc(/C=N/N2CCN(Cc3ccc(C)cc3)CC2)cc(OC)c1O	-4	-5	-9	-3	0.9	105	-2	46	-4	1.9
Cc1cc(C(=O)COC(=O)c2ccc(CO)cc2)c(C)n1CC1COc2ccccc2O1 (stereo not drawn)	-2	-1	-17	6	-2.5	87	-2	13	-12	2.5
Cc1ccccc1NC(=O)CSc1nc2ncc(Cl)cc2[nH]1	3	5	11	-3	-1.3	106	-1	-9	-5	-2.2
O=C1NC(=S)N/C1=C\c1ccc(N2CCOCC2)cc1	-1	4	12	-1	-1.4	98	-3	0	-2	-1.6
CCCn1nnc(NC(=O)c2ccc(Br)o2)n1	-3	-4	15	0	2.2	92	6	4	-19	-2.7
COc1cccc(OCC(O)CN(CCO)Cc2ccccc2)c1 (stereo not drawn)	.	-1	8	1	-1.8	108	-5	-11	0	-1.7
CC(CN1CCOCC1)OC(=O)c1ccccc1Br (stereo not drawn)	0	-5	9	0	-1.5	109	-2	-11	-17	-1.6
O=C(Nc1ccc(NC(=O)c2ccco2)nc1)c1ccco1	-4	-4	14	0	-0.1	126	0	8	-2	-2.7
O=C(NCc1ccc(/C=N\NC(=O)C(=O)Nc2ccccc2Br)o1)C(=O)Nc1ccccc1	0	5	-6	1	1.5	101	-6	6	-15	1.1
CCCCn1c(N)c(N(CC(C)C)C(=O)C2CC(=O)N(c3ccccc3C(C)CC)C2)c(=O)[nH]c1=O (stereo not drawn)	-4	-6	14	15	-1.3	98	-2	31	-2	-2.8
CCc1c(C)nc2cc(-c3cc(OC)cc(OC)c3)nn2c1N1CCN(CCN2CCOCC2)CC1	0	-2	10	-4	1.9	115	0	8	-3	-2.3
CCOc1ccc(N(CC(=O)Nc2nccs2)S(=O)(=O)c2c(C)[nH]c(=O)[nH]c2=O)cc1	-1	-3	8	-2	0.6	96	0	4	-1	-1.6
Cc1cccc(C(=O)Nc2oc(-c3ccccc3)cc2C#N)c1	.	2	4	3	2.1	104	-1	20	-8	-0.7
SMILES	Wnt bcat act	cardiac RTF act	OPRM1-OPRD1 inv	V-ATPase pH	LANA DNA inh	DSG3 Ab inh	Keap1 Nrf2 FP	Arr AP2 block	RTF Ca sens inh	MOR-DOR ag
COC(=O)c1scc(S(=O)(=O)c2ccccc2)c1N	-1	-2	8	0	0.1	107	0	-20	5	-1.6
C=CCc1cc(Cl)ccc1OCCOCCN(C)C	-9	-4	1	-2	-0.2	96	-3	-38	-2	-0.1
CC(C)C[C@H]1CNC(=S)N1CC1CCN(CCC2CCCC2)CC1	-2	-1	6	8	1.4	104	-3	18	-4	-1.3
COC(=O)c1sccc1NC(=O)Nc1cc(C)ccc1OC	-1	-8	19	-4	1.2	117	5	30	-3	-3.4
CC(O)CNc1cc(N)c([N+](=O)[O-])cc1[N+](=O)[O-] (stereo not drawn)	-6	1	-12	1	-3.8	85	6	4	-1	1.7
Cc1cc(C)nc(N2CCCC(C(=O)NCc3ccccc3F)C2)n1 (stereo not drawn)	1	2	8	3	0.1	99	3	17	-13	-1.7
O=[N+]([O-])c1cnccc1Nc1ccccc1	-1	8	11	-1	-0.2	102	-5	2	-27	-2.0
CON(C)c1nc(OCC#N)nc(N(C)C)n1	-1	-4	16	-1	0.3	86	-5	-5	-17	-3.2
CC(=O)OCN(C#N)c1nc(N(C)C)nc(N(C)C)n1	-5	1	2	-1	-1.6	99	-7	5	-1	-0.4
Cn1c2ccsc2c2ncn(Cc3ccccc3F)c(=O)c21	0	-5	4	0	0.4	94	-6	0	-2	-0.8
C=C1c2cc(CC)ccc2NC(=O)N1c1ccc(C)cc1	0	-4	15	2	0.4	103	-3	14	-12	-3.0
COc1ccc(Cc2nnc(NC(=O)CSc3ccc(C)cc3)s2)cc1OC	.	0	-13	-3	-2.1	103	-5	0	2	2.2
CCCN1C(=O)C(O)(C/C(C)=N/O)c2ccccc21 (stereo not drawn)	.	-1	8	2	0.4	115	3	4	1	-1.4
Cc1ccc(S(=O)(=O)N(C)C)cc1NC(=O)COC(=O)C1CC1	-2	3	11	0	-0.7	-15	2	4	-1	-1.6
Cc1cc(C)c(NC(=O)CSc2nnc(Cc3cccn3C)n2-c2ccc(F)cc2)c(C)c1	-2	0	11	-4	1.4	103	-2	-2	2	-1.9
CCNC(=O)CC1SC(=Nc2cccc3ccccc23)N(C)C1=O (stereo not drawn)	-6	0	18	-8	0.3	95	0	1	5	-3.6
O=C(Nc1ccccc1)c1[nH]ncc1[N+](=O)[O-]	.	8	10	-1	0.5	.	-3	-5	-10	-1.6
COc1ccccc1NS(=O)(=O)c1cc(C(=O)NCc2cccnc2)ccc1C	-1	-6	-14	6	0.1	112	-6	-3	1	2.1
CC1CCCCC1NC(=O)c1cc2ccccc2o1 (stereo not drawn)	2	-2	11	4	0.1	101	-2	16	-3	-2.2
CN(C)S(=O)(=O)N1CCN(c2ccccc2)CC1	1	5	-7	1	-0.6	102	-4	6	-2	1.2
CCOC(=O)CN1CC23C=CC(O2)C(C(=O)Nc2ccc(F)c(C)c2)C3C1=O (stereo not drawn)	1	2	7	-1	-0.1	103	-1	0	-7	-1.3
Cc1nnc(SCC(=O)N2CCCCC2)s1	.	-4	4	-3	-0.7	100	-1	30	5	-0.8
Cc1nnc(NC(=O)CCS(=O)(=O)c2ccccc2)s1	-4	2	-7	0	1.5	124	-3	-6	2	1.0
CC#CCN1c2ccccc2[C@]23C[C@@H](C(=O)OC)N(C(C)=O)C2=NC(C(=O)OC)=C(C(=O)OC)[C@H]13	-1	1	5	0	2.2	102	0	17	9	-0.9
CCCCC(C(=O)O)C(C)CC(=O)Nc1nncs1 (stereo not drawn)	-3	0	8	-1	1.3	97	-5	-3	-18	-1.6

An excerpt from above, limited to Wnt bcat act:
SMILES	Wnt bcat act
Cc1cc(C)nc(N2CCCC(C(=O)NCc3ccccc3F)C2)n1 (stereo not drawn)	1
O=[N+]([O-])c1cnccc1Nc1ccccc1	-1

Looked up by compound from above, three records:
SMILES	Wnt bcat act	cardiac RTF act	OPRM1-OPRD1 inv	V-ATPase pH	LANA DNA inh	DSG3 Ab inh	Keap1 Nrf2 FP	Arr AP2 block	RTF Ca sens inh	MOR-DOR ag
Cc1nnc(SCC(=O)N2CCCCC2)s1	.	-4	4	-3	-0.7	100	-1	30	5	-0.8
CCCCC(C(=O)O)C(C)CC(=O)Nc1nncs1 (stereo not drawn)	-3	0	8	-1	1.3	97	-5	-3	-18	-1.6
Cc1cc(C)nc(N2CCCC(C(=O)NCc3ccccc3F)C2)n1 (stereo not drawn)	1	2	8	3	0.1	99	3	17	-13	-1.7

Additional entries.
SMILES	Wnt bcat act	cardiac RTF act	OPRM1-OPRD1 inv	V-ATPase pH	LANA DNA inh	DSG3 Ab inh	Keap1 Nrf2 FP	Arr AP2 block	RTF Ca sens inh	MOR-DOR ag
Cc1sc2ncn(CC(=O)NCCN(C)C)c(=O)c2c1S(=O)(=O)N1CCC(C)CC1	1	-4	9	1	-0.5	.	-2	-13	-1	-1.4
COc1cc([N+](=O)[O-])c2nc(C=NNC(N)=S)ccc2c1	4	-6	2	-5	-0.4	75	1	-3	-5	-0.5
COc1cc2oc(=O)c(Br)c(C)c2c(OC)c1OC	.	-2	14	0	-3.2	.	-5	20	-4	-3.3
CCOc1ccc(NC(=O)Nc2cc(C(=O)O)ccc2N2CC3CC(C2)c2cccc(=O)n2C3)cc1 (stereo not drawn)	2	1	5	0	0.2	97	0	38	-8	-1.0
O=C(Cc1ccc(F)cc1)N/N=C/c1ccncc1	.	-6	4	1	3.1	105	0	-8	5	-0.7
O=C(OCC(=O)N1CCCCC1)c1c[nH]c2ccccc12	27	-4	16	4	-0.8	102	-6	-11	4	-4.2
COc1cc(/C=C2/SC(=O)NC2=O)ccc1Oc1ccc([N+](=O)[O-])cc1[N+](=O)[O-]	-1	-4	-21	-1	1.1	93	1	11	5	3.9
CCS(=O)(=O)N1Cc2ccccc2CC1C(=O)Nc1cc(S(C)(=O)=O)ccc1Cl (stereo not drawn)	-2	4	11	0	-1.2	88	-2	-8	-2	-2.1
CCC(C)C(NC(=O)c1ccccc1NC(=O)c1ccccc1)C(=O)O (stereo not drawn)	2	0	2	-2	0.2	88	-6	9	-11	-0.3
CCN1C(=O)[C@H]2[C@@H](c3ccc(-c4ccc(C(C)=O)cc4)c(OC)c3)N[C@@](Cc3ccccc3)(C(=O)OC)[C@H]2C1=O	4	3	-7	0	0.3	.	-3	-7	5	1.4
CC(C(=O)NC1CCCC1)N(C(=O)Cn1nnc(-c2ccc(F)cc2)n1)c1ccccc1F (stereo not drawn)	-1	-2	22	0	-0.6	100	1	28	4	-4.2
CCOC(=O)C1=C(C)NC2=C(C(=O)C(C(=O)OCC)C(c3ccco3)C2)C1c1ccccn1 (stereo not drawn)	.	2	9	1	1.0	98	-3	7	-5	-2.1
Cc1ccc(NC(=S)Nc2cccc(S(=O)(=O)Nc3c(C)n(C)n(-c4ccccc4)c3=O)c2)cc1	3	-2	9	1	0.0	97	-5	-9	5	-1.7
COc1ccccc1CC(NC(C)=O)C(=O)NC1CCN(C(=O)c2cccc(Cl)c2)CC1 (stereo not drawn)	0	-1	13	-4	-2.0	.	2	-1	-5	-2.0
Cc1ccn2c(=O)c(C(=O)NC3CCCCC3C)c(O)nc2c1 (stereo not drawn)	-18	-11	-5	-2	0.1	96	2	45	-3	0.8
